AMPAR-TARP mod: GluA2-stargazin AMPA receptor complex modulation; O88602+P19491; HEK293 GluA2+stargazin, membrane potential dye (FDSS), glutamate EC50; hits were called plate by plate, in both directions; calls only at 30 µM; 40,000 compounds, 3.5% hits;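 active = any of four per-well response measures lying three or more SD from its plate-wide compound average, in either direction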
Target sequence (O88602 whole entry, looked up): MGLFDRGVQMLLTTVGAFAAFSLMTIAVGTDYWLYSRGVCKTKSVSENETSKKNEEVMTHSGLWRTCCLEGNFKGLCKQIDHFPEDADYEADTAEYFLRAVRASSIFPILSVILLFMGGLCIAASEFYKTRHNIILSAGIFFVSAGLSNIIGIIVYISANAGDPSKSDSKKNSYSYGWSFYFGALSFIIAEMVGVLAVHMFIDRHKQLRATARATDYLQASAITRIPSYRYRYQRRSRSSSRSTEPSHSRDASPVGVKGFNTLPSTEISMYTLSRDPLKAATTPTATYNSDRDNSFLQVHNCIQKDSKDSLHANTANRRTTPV
Target sequence (P19491 whole entry, looked up): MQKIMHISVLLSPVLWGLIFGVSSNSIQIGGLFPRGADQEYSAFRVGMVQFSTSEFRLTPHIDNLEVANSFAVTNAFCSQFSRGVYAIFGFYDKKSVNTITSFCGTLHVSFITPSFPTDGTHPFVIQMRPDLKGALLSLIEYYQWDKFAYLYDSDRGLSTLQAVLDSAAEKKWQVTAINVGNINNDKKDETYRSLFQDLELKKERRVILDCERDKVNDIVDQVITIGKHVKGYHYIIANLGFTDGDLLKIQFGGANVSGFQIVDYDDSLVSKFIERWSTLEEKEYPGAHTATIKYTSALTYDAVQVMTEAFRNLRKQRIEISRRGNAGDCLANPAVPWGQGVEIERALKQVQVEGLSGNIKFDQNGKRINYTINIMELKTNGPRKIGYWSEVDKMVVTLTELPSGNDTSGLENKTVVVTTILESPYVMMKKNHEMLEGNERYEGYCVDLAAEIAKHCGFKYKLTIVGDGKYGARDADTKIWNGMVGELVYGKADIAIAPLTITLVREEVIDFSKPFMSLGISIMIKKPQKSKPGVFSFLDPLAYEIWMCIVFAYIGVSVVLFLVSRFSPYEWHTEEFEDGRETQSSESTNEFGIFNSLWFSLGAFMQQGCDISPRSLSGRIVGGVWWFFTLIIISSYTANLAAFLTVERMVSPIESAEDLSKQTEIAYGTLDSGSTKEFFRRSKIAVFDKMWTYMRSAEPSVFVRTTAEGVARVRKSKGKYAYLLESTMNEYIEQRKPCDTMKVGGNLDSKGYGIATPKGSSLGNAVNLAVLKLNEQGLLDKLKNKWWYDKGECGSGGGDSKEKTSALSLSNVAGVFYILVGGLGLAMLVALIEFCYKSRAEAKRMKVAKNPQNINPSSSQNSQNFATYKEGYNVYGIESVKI
AMPAR-TARP mod agonism max-min: also measured in AMPAR-TARP mod; calls as there; compound max-min signal; compound-alone response (agonism);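 unitless range of fluorescence divided by baseline over first 100 seconds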
AMPAR-TARP mod glutamate slope: further read-out of AMPAR-TARP mod, marked with its call; glutamate slope, % of max; measured here: glutamate response slope, % max;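 scaled per plate between vehicle wells and maximal 1 mM glutamate control wells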
The depositor's hits bear a star; i = inactive; + = active, no number; & = joins results of further samples. The list is partial; rates above refer to the full screens.

The opening 3 entries, to show the layout:
AMPAR-TARP mod glutamate slope,AMPAR-TARP mod agonism max-min,AMPAR-TARP mod,structure
59,0.1,i,CC(C)c1ccc(NC(=O)C(=O)NCC2CCN(C(=O)c3cccnc3)CC2)cc1
47,0.052,i,O=C(CSc1ccc([N+](=O)[O-])cc1[N+](=O)[O-])NC1CCS(=O)(=O)C1 (centres undefined)
58,0.057,i,CCOc1ccc(C2=NN3C(C2)c2ccccc2OC3c2ccncc2)cc1 (centres undefined)

All compounds of this part, from the first entry:
AMPAR-TARP mod glutamate slope,AMPAR-TARP mod agonism max-min,AMPAR-TARP mod,structure
59,0.1,i,CC(C)c1ccc(NC(=O)C(=O)NCC2CCN(C(=O)c3cccnc3)CC2)cc1
47,0.052,i,O=C(CSc1ccc([N+](=O)[O-])cc1[N+](=O)[O-])NC1CCS(=O)(=O)C1 (centres undefined)
58,0.057,i,CCOc1ccc(C2=NN3C(C2)c2ccccc2OC3c2ccncc2)cc1 (centres undefined)
49,0.079,i,CCn1nnc2c(N3CCN(CC(N)=O)CC3)ncnc21
45,0.09,i,O=C(CCCc1ccccc1)NCCNC(=O)c1ccc(NC(=O)C2CC2)cc1
57,0.042,i,Cc1nnc(NC(=O)/C=C2\SC(=O)NC2=O)s1
41,0.046,i,O=C(CSc1ccc(NC(=O)c2ccccc2)nn1)NCc1ccc(F)cc1
51,0.16,i,O=S(=O)(c1ccc2c(c1)OCCO2)N(Cc1ccccn1)CC(F)(F)F
36,0.053,i,O=C(CCCCn1c(=O)[nH]c2ccccc2c1=O)NCc1ccc(Cl)cc1
38,0.072,i,Cc1nn(-c2nc3c(c(=O)n(CCN4CCOCC4)c(=O)n3C)n2C)c(C)c1C
58,0.08,i,CCN1C(=O)c2cccc3c(NC(=O)CS(=O)(=O)Cc4ccccc4)ccc1c23
62,0.087,i,COc1cccc2cc(C(=O)NCC(C)(O)CCSC)oc12 (centres undefined)
60,0.064,i,CCSc1ccccc1C(=O)N1CCN(c2ncnc3c2nnn3-c2ccc(C)cc2)CC1
43,0.067,i,O=C(/C=C/c1ccco1)N1CCC(CNS(=O)(=O)c2ccccc2F)CC1
58,0.19,i,Cc1cccn2c(=O)c(/C=N/O)c(NCCO)nc12
51,0.052,i,O=C(NCCOc1ccc2nnc(-c3ccccc3)n2n1)Nc1cc(Cl)ccc1Cl
55,0.1,i,Cc1ccc(CNC(=O)CSc2ccc(NC(=O)C3CC3)nn2)cc1
80,0.097,i,Cc1ccc(NS(=O)(=O)N2CCCCC2)c(C)c1
64,0.037,i,O=C(CSc1nc(=O)n(CCO)c2c1CCCC2)N1CCCCC1
63,0.096,i,COc1ccc(NC(=O)c2nnn(-c3ccc(C)c(F)c3)c2C)cc1Cl
81,0.08,i,CC(C)c1ccc(CC(=O)Nc2nnc(CSc3ccccc3)o2)cc1
48&89,0.1&0.053,i,COc1ccc(-c2csc(-c3nnn(-c4ccc(Cl)cc4)c3N)n2)cc1OC
51,0.11,i,Cc1ccc(-n2nc(C)c(=O)c(-c3ccccc3)c2NC(=O)c2ccco2)cc1C
51,0.095,i,CCNC(=O)C1Cc2ccccc2N1C(=O)NCc1cccs1 (centres undefined)
48,0.047,i,CC(C)(C)NC(=O)N1CCC(CNC(=O)C2(c3ccc(Cl)cc3)CCCC2)CC1
54,0.11,i,O=C(Nc1ccc(Cl)cn1)C(=O)NC1CC1
68,0.09,i,C=CCOCC(O)CN1CCN(C(=O)OCC)CC1 (centres undefined)
57,0.088,i,CN(C1CCCC1)S(=O)(=O)c1ccc(C(=O)Nc2nc3c(Cl)cccc3s2)cc1
60,0.13,i,COC(=O)c1ccc(NC(=O)c2cc(=O)c(OC)co2)cc1
44,0.039,i,CC12CCC(C(=O)Nc3ccccc3N3CCOCC3)(CC1=O)C2(C)C (centres undefined)
72,0.035,i,CCc1cccc(C)c1NC(=O)/C(C#N)=C/c1ccccc1
65,0.11,i,C#CCCNS(=O)(=O)c1cc(C)c(Cl)cc1Cl
74,0.076,i,Cc1cccc(OCC(O)Cn2c(N3CCCC(C)C3)nc3c2c(=O)n(C)c(=O)n3C)c1 (centres undefined)
79,0.065,i,O=C(COc1ccccc1F)Nc1sccc1-c1nc2ccccc2s1
63,0.12,i,O=[N+]([O-])c1ccccc1S(=O)(=O)NCC(c1cccs1)N1CCOCC1 (centres undefined)
61,0.09,i,COc1cccc(-c2noc(-c3cn[nH]c3-c3ccccc3)n2)c1OC
55,0.11,i,CC(C)C(=O)NCCn1nc(-c2ccccc2)n(C)c1=O
63,0.13,i,NC(=O)C1CCN(C(=O)C(=O)Nc2c3c(nn2-c2ccccc2)CS(=O)(=O)C3)CC1
53,0.13,i,COC(=O)c1sc2ccccc2c1S(=O)(=O)Nc1ccc(OC)c(OC)c1
63,0.1,i,CN(C)C(CNC(=O)c1c(F)cccc1F)c1ccco1 (centres undefined)
37,0.062,i,CC(C)c1ccc(S(=O)(=O)N2CCN(C(=O)COc3ccccc3)CC2)cc1
38,0.058,i,COc1ccc(C)cc1S(=O)(=O)Nc1cccc(N2CCCC2=O)c1
53,0.072,i,O=C(NCC1CCN(C(=O)Nc2ccc(F)cc2)CC1)c1ccc(Cl)s1
70,0.13,i,Cc1cc(C)c2c(n1)sc1c(=O)n(CC(=O)Nc3ccc(F)cc3F)cnc12
54,0.14,i,Cc1noc(C)c1S(=O)(=O)N1CCN(CCn2cccn2)CC1
32,0.043,i,CC(C)S(=O)(=O)c1ccc(CC(=O)NCC2CCN(C(=O)/C=C/c3ccco3)CC2)cc1
43,0.052,i,O=C(Nc1ccc(N2CCCS2(=O)=O)cc1)OCc1ccccc1
80,0.093,i,Cc1cc(C)n(CC2CCN(C(=O)CSc3ccc(F)cc3)CC2)n1
62,0.067,i,O=C(CSc1ncccn1)Nc1ncc(Cc2cc(C(F)(F)F)ccc2Cl)s1
61,0.083,i,O=C(Cn1cnc(-c2cccs2)cc1=O)Nc1cccc2nsnc12
60,0.17,i,Cc1cc(N(C)C)nc(NCCNS(=O)(=O)c2cccnc2)n1
73,0.037,i,CCc1cccc(CC)c1NC(=O)c1ccccc1Cl
50,0.1,i,COc1ccc(-c2nnc(NC(=O)c3ccno3)o2)cc1
59,0.078,i,COc1ccc(C(=O)Nc2cc(C(=O)N3CCC(C)CC3)cn(C)c2=O)c(OC)c1
54,0.074,i,CCOC(=O)c1cccc(NC(=O)Cn2cnc3c(sc4nc(C)cc(C)c43)c2=O)c1
56,0.071,i,O=C(C1CCCN(Cc2nc(-c3cccnc3)no2)C1)N1CCc2ccccc21 (centres undefined)
65,0.1,i,O=c1ccc(-c2cccs2)nn1CCCNS(=O)(=O)c1ccc2c(c1)OCCO2
-5,0.084,i,CC(C)c1ccc(NC(=O)C(=O)NCCc2ccc3c(c2)CCCN3C)cc1
45,0.082,i,O=C(NNC(=O)c1cccn(Cc2ccc(F)cc2)c1=O)c1ccc(Br)o1
49,0.12,i,Cc1ccc(NCCNS(=O)(=O)c2ccc(OC(F)(F)F)cc2)nn1

(list continues)
AMPAR-TARP mod glutamate slope,AMPAR-TARP mod agonism max-min,AMPAR-TARP mod,structure
26,0.045,i,CN1CCN(C(=O)CCn2nc(-c3ccccc3)c3ccccc3c2=O)CC1
56*,0.081*,+,COC(=O)NCCc1nc2ccccc2n1Cc1c(F)cccc1Cl
51,0.087,i,COc1nn(C)cc1-c1nnc(SCC(=O)N2CCCCC2)n1C
35,0.052,i,O=C(Cc1cc(-c2cccs2)on1)NCCN1CCOCC1
49,0.047,i,Cc1cnc2c(c1SCc1cccc(C(F)(F)F)c1)c(=O)n(C)c(=O)n2C
45,0.059,i,CCOC(=O)N1CCN(C(c2ccc(F)c(F)c2)c2sc3nc(C)nn3c2O)CC1 (centres undefined)
39,0.063,i,Cc1cc(-c2nnc(NC(=O)CN3C(=O)CCC3=O)o2)nn1C
67,0.087,i,COc1ccc(C(=O)NCC(O)c2ccsc2)cc1 (centres undefined)
70,0.096,i,COc1ccc(SCCC(=O)Nc2nc3ccc(C)cc3s2)cc1
36,0.11,i,CC(C)c1ccc(NC(=O)c2cc3c(=O)n(C)c(=O)n(C)c3s2)cc1
47,0.064,i,CN1CCc2c(sc(NC(=O)c3cccc(C(F)(F)F)c3)c2-c2nc3ccccc3s2)C1
40,0.037,i,CCOc1ccc(C(=O)NCCN2CCOC(c3ccccc3)C2)cc1 (centres undefined)
49,0.045,i,CC(C)CNC(=O)c1nnn(-c2ccccc2)c1CSc1ncccn1
65,0.049,i,CCOC(=O)CC(=O)CSc1nc2sc(C)cc2c(=O)n1Cc1ccco1
57,0.11,i,CCc1ccc(Oc2cc(N3CCC(C(=O)NCCc4cccs4)CC3)ncn2)cc1
62,0.11,i,O=C(CCC(=O)c1ccccc1)NCCCn1cccc1
76,0.03,i,COc1cccc(CNC(=O)CC2CCCCN2S(=O)(=O)c2ccc(Cl)cc2)c1 (centres undefined)
43,0.094,i,COc1ccc(CNC(=O)NCC(O)c2sccc2C)cc1OC (centres undefined)
57,0.12,i,Cc1cc(NC(=O)CSc2cc(N3CCCC3)ncn2)no1
35,0.078,i,Cc1ccccc1CC1S/C(=N/c2ccccn2)NC1=O (centres undefined)
60,0.094,i,Cc1cc(S(=O)(=O)N2CCCCCC2)c(Cl)cc1Cl
74,0.067,i,O=C(Cc1ccc(F)cc1)N1CCC(c2ccsc2)CC1
71,0.087,i,COc1cccc(C(CNC(=O)COc2ccc(C)cc2)N2CCOCC2)c1 (centres undefined)
60,0.11,i,CCOC(=O)Cc1csc(NC(=O)CCc2c(C)nn(-c3nc(C)cc(=O)[nH]3)c2C)n1
50,0.052,i,Cn1c(=O)c(C(=O)Nc2ccc(Oc3ccccc3)cc2)cc2cccnc21
64,0.059,i,COc1ccccc1CNC(=O)C(=O)NCCC1CCCCN1S(=O)(=O)c1ccc(C)cc1 (centres undefined)
60,0.074,i,CCc1nc2sc(C(c3cccc(Br)c3)N3CCN(CC)CC3)c(O)n2n1 (centres undefined)
47*,0.26*,+,Cn1c(=O)c2c(NCCc3ccc(S(N)(=O)=O)cc3)ccnc2n(C)c1=O
65,0.093,i,COC(=O)C(C)Oc1ccc2c(c1)O/C(=C\c1cccc(OC)c1)C2=O (centres undefined)
51,0.12,i,CCOC(=O)c1sc(NC(=O)c2ccno2)nc1C
67,0.084,i,CONC(=O)C1CN(c2nc3c(F)cccc3s2)C1
68,0.1,i,CCCNC(=O)Cn1nc2c(c1NC(=O)c1ccc(Br)o1)CSC2
51,0.082,i,O=C(NCc1ccc(F)cc1)C(=O)NCc1cccnc1
44,0.08,i,COc1ccc(CCC(=O)NNC(=O)c2cccn(Cc3ccc(F)cc3)c2=O)cc1
54,0.039,i,O=C(Nc1c[nH]c2ccccc12)N1CCCCC1CCO (centres undefined)
61,0.11,i,CC(C)CCNS(=O)(=O)CCCOc1ccc(F)cc1
62,0.12,i,COc1ccc(NC(=O)CSc2nc3c(c(=O)[nH]2)CN(Cc2ccccc2)CC3)cc1Cl
78,0.064,i,COC(=O)c1ccc2c(=O)n(CC(=O)NCc3cccs3)c(=S)[nH]c2c1
94,0.069,i,O=C(NCC1COC2(CCCCC2)O1)c1cc([N+](=O)[O-])ccc1Cl (centres undefined)
50,0.15,i,CCc1ccccc1NC(=O)Cn1nc(SC)c(-c2nc(-c3ccc(OC)cc3)no2)c1N
59,0.12,i,O=C(CN1c2ccccc2S(=O)(=O)c2ccccc21)NCc1ccc(Cl)cc1
45,0.09,i,O=C(CS(=O)(=O)c1ccc(Cl)s1)NCCc1ccccc1
59,0.1,i,CCOc1ccc(CCNc2nccn(-c3ccc4c(c3)OCO4)c2=O)cc1OCC
27,0.052,i,CC(=O)N1CCc2c(sc(NC(=O)c3ccc(Cl)s3)c2-c2nc3ccccc3s2)C1
59,0.099,i,O=C(NC(=S)NC1CCS(=O)(=O)C1)c1ccc([N+](=O)[O-])cc1 (centres undefined)
63,0.11,i,COc1cc(S(=O)(=O)n2cnc(C)c2)ccc1F
64,0.072,i,O=C(c1ncccn1)N1CCN(c2ccc(N3CCOCC3)nn2)CC1
75,0.14,i,CC(C)COc1ccc(C(=O)Nc2nonc2-c2ccccc2)cc1
25,0.099,i,Cc1cc(NS(=O)(=O)c2ccc(NC(=O)C(c3ccccc3)c3ccccc3)cc2)no1
-1,0.069,i,Nc1ccc2c(c1)CC(=O)N2
55,0.073,i,Cc1cc(C(=O)N2CC(C(=O)N3CCN(c4ccc(Cl)c(Cl)c4)CC3)C2)no1
43,0.12,i,Cc1cc(Nc2ccc(C)c(Cl)c2)nc(-n2cc([N+](=O)[O-])cn2)n1
60,0.049,i,CC(C)S(=O)(=O)c1ccc(C(=O)Nc2nc(-c3ccc(Br)cc3)cs2)cc1

Looked up by structure from the entries so far:
AMPAR-TARP mod glutamate slope,AMPAR-TARP mod agonism max-min,AMPAR-TARP mod,structure
-1,0.069,i,Nc1ccc2c(c1)CC(=O)N2
55,0.073,i,Cc1cc(C(=O)N2CC(C(=O)N3CCN(c4ccc(Cl)c(Cl)c4)CC3)C2)no1
27,0.052,i,CC(=O)N1CCc2c(sc(NC(=O)c3ccc(Cl)s3)c2-c2nc3ccccc3s2)C1
25,0.099,i,Cc1cc(NS(=O)(=O)c2ccc(NC(=O)C(c3ccccc3)c3ccccc3)cc2)no1
64,0.072,i,O=C(c1ncccn1)N1CCN(c2ccc(N3CCOCC3)nn2)CC1

A second format for some results above:
SMILES | AMPAR-TARP mod glutamate slope | AMPAR-TARP mod agonism max-min | AMPAR-TARP mod
CCSc1ccccc1C(=O)N1CCN(c2ncnc3c2nnn3-c2ccc(C)cc2)CC1 | 60 | 0.064 | i
O=[N+]([O-])c1ccccc1S(=O)(=O)NCC(c1cccs1)N1CCOCC1 (centres undefined) | 63 | 0.12 | i
O=C(CN1c2ccccc2S(=O)(=O)c2ccccc21)NCc1ccc(Cl)cc1 | 59 | 0.12 | i
COC(=O)C(C)Oc1ccc2c(c1)O/C(=C\c1cccc(OC)c1)C2=O (centres undefined) | 65 | 0.093 | i

Screens deposited in PubChem by Vanderbilt High Throughput Screening Facility.
